ABCB1 block = human ABCB1 inhibition, ABCG2 as counter-screen; P08183; CCRF-Adr cells, JC-1 efflux, flow cytometry; inhibition, % at 6.6 µM; 0.067% of 190,000 active; in the data active means inhibition above about 40%;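 further: 0% = vehicle and 100% = reference inhibitor; higher value means more JC-1 retained so stronger ABCB1 efflux block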
Rac1 wt GTP bind = human Rac1 wildtype GTP binding, inhibitors and activators. GST-Rac1 beads, fluorescent GTP binding, flow cytometry; actives lie on both sides; 0 = cold GTP competed, 100 = untreated. GTP binding activity (% of control), % at 10 µM. 0.27% of 190,000 active. P63000;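 active means GTP binding activity at least 20 points away from the 100% control level, either lower or higher; inconclusive means compound flagged as likely green fluorescent, judged across all proteins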
Cdc42 wt GTP = modulators (inhibitors or activators) of GTP binding to human Cdc42 wildtype; GST-Cdc42 beads, Bodipy-GTP binding, flow cytometry; actives lie on both sides; percent activity (GTP binding), % at 10 µM; 0.2% of 190,000 active;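 active means percent activity GTP binding at least 20 points away from the 100% baseline, either down as inhibitor or up as activator; inconclusive means compound flagged as likely green fluorescent from well-wide comparison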;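 further: median bead fluorescence of bound Bodipy-FL-GTP at 100 nM; 0% = excess unlabeled GTP control and 100% = no compound control; below 100% means less GTP binding so inhibitor and above means activator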
Target sequence (P60953 whole entry, looked up): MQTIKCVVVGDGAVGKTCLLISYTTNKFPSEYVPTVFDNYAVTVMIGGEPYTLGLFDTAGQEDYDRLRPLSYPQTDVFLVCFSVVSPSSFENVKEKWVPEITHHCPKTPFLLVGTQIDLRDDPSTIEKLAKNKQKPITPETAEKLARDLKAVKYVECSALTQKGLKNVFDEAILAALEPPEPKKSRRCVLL
Rac1 mut GTP = alters GTP binding to activated mutant human Rac1 | GST-Rac1 activated beads, fluorescent GTP binding, flow cytometry; actives lie on both sides; 100% means binding = to untreated wells | percent activity (GTP binding), % at 10 µM | 0.11% of 190,000 active | P63000;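 active means GTP binding at least 20 percentage points away from the 100% baseline, in either direction, so actives lie on both sides; inconclusive means Compound likely fluorescent itself, or too few beads counted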
Mcl1-Noxa inh = disrupts binding of human Mcl-1 to Noxa peptide; Q07820; TR-FRET Mcl-1/Noxa peptide binding, 2 h; inhibition, % at 21.7 µM; 1.5% of 220,000 active; AID 1022;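 active means compounds that cut the protein-peptide binding signal by more than 50% relative to plate controls in a single-dose test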;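 further: His-tagged Mcl-1 with rhodamine Noxa BH3 peptide and terbium anti-His antibody; 0% = Mcl-1 plus Noxa peptide wells and 100% = peptide-only wells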
ABCG2 block = inhibitors of human ABCG2 transporter, ABCB1 counter-screen; Q9UNQ0; IgMXP3 cells, JC-1 efflux, flow cytometry; inhibition, % at 6.6 µM; 0.1% of 190,000 active;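 active means inhibition above 80%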;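 further: 0% = DMSO and 100% = nicardipine control wells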
Target sequence (Q9UNQ0 whole entry, looked up): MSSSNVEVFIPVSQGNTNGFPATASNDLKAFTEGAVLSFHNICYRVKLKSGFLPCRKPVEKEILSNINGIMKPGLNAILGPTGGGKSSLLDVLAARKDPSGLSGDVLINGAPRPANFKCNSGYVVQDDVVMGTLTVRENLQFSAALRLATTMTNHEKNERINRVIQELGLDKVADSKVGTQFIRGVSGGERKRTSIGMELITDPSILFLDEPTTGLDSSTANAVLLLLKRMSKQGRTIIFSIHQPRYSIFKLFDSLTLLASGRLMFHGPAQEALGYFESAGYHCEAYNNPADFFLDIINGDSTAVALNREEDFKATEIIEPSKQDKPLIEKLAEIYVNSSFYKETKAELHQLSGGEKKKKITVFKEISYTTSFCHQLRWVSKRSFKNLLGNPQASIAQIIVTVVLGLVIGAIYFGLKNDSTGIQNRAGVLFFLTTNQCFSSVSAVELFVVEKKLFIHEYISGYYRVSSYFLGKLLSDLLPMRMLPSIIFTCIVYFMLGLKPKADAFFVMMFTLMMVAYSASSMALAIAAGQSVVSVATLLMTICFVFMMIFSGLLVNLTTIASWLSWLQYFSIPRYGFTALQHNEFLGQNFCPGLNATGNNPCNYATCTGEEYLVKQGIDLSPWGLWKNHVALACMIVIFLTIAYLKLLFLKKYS
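System: two drug-resistant human cell lines, ABCG2 and ABCB1; controls: nicardipine high and DMSO low controls; times: 10 min exposure at 25 °C with rotation, no wash; detection: flow cytometry of retained JC-1 fluorescence; read-out basis: percent efflux inhibition, scaled nicardipine 100% to DMSO 0%; doses: one concentration, 6.6 µM final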
Pf gametocyte = P. falciparum stage V gametocyte viability inhibition. P. falciparum stage V gametocytes, ATP luminescence, 24 h. inhibition, % at 10.9 µM. 0.065% of 150,000 active;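 active means inhibition above the mean plus 3 SD of compounds within the control limits, set per campaign, cut at about 38% in these data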;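 further: 0% = DMSO wells and 100% = medium only without gametocytes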
Rab7 wt GTP bind = dog Rab7 wildtype GTP binding, inhibitors and activators. 0.055% of 190,000 active. GTP binding activity (percent of control), % at 10 µM. GST-Rab7 beads, fluorescent GTP binding, flow cytometry; actives lie on both sides; untreated = 100%, excess cold GTP = 0%;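 active means fluorescent GTP binding to Rab7 beads changed by at least 20 points from the 100% baseline, either direction, mostly lower; inconclusive means compound itself probably fluorescent, or too few beads counted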;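 further: median green fluorescence of bound Bodipy-FL-GTP per Rab7 bead population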
Rab2 wt GTP = changes GTP binding to wildtype dog Rab2A, up or down | P61105 | GST-Rab2 wt beads, Bodipy-GTP binding, flow cytometry | GTP binding activity, % at 10 µM | 0.19% of 190,000 active;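 active means GTP binding activity at least 20 points away from 100%, either lowered or raised; inconclusive means signal likely due to the compound's own green fluorescence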;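 further: 0% = beads with excess unlabeled GTP and 100% = no-compound control corrected for plate trend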
HRas wt GTP bind = human HRas wildtype GTP binding, change in either direction. AID 759. 0.14% of 190,000 active. GST-Ras wt beads, Bodipy-FL-GTP binding, flow cytometry; actives lie on both sides. GTP binding activity, % at 10 µM;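 active means GTP binding activity at least 20% away from the 100% baseline, either lowered as inhibitor or raised as activator; inconclusive means flagged as likely green fluorescent, judged across all proteins in the well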;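 further: 0% = unlabeled GTP competition control and 100% = no-compound control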
Target sequence (P01112 whole entry, looked up): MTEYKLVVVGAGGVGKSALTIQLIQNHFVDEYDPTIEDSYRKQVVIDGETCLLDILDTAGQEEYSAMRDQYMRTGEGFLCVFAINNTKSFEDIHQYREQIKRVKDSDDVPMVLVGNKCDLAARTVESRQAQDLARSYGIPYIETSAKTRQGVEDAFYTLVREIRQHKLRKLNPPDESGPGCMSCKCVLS
Avidin fluor = compound fluoresces at 488/530 nm on avidin beads; compound fluorescence 488/530 nm, flow cytometry; hits give high values; fluorescence (KMESF) at 10 µM; 0.38% of 220,000 active; in the data active means fluorescence above about 47; further: inactives centre near 10
* = called active by the depositor; ? = inconclusive; / = no result given.

Start of the data: the first 7 compounds as a preview:
Every second line gives: ABCB1 block, Rac1 wt GTP bind, Cdc42 wt GTP, Rac1 mut GTP, Mcl1-Noxa inh, ABCG2 block, Pf gametocyte, Rab7 wt GTP bind, Rab2 wt GTP, HRas wt GTP bind, Avidin fluor
CC(=O)c1ccc(NC(=O)Nc2ccc([N+](=O)[O-])cc2)cc1
 : -0.1, 101.0, 99.0, 101.0, 42.5, 8.1, -1.1, 101.0, 102.0, 100.0, 7
O=S(CC1CC1(Cl)Cl)CC1CC1(Cl)Cl (centres undefined)
 : 0.4, 105.0, 101.0, 98.0, 3.8, -0.4, -2.5, 100.0, 102.0, 102.0, 16
CCOCCCNCc1ccc(OCc2ccccc2C)c(OC)c1
 : 1.2, 96.0, 103.0, 100.0, 26.3, -3.1, 2.2, 107.0, 100.0, 100.0, 10
Cc1cccc(NC(=O)Cn2cccc2)c1
 : 0.5, 100.0, 99.0, 97.0, -21.9, 1.9, /, 100.0, 100.0, 99.0, 10
S=C(Nc1ccccc1)c1nc2ccccc2s1
 : -0.8, 101.0, 97.0, 101.0, 22.5, -5.1, -32.4, 96.0, 101.0, 99.0, 9
C#CCNC(=O)C1=C[C@H](c2csc3ccccc23)C[C@H](OCCCCO)O1
 : 0.8, 99.0, 92.0, 96.0, -5.0, 4.4, /, 98.0, 95.0, 97.0, 7
O=C(CNC1CCCCCC1)Nc1ccccc1N1CCCCC1
 : 0.3, 103.0, 103.0, 99.0, 21.6, 1.5, /, 102.0, 102.0, 103.0, 42

All compounds of this part, from the start:
Every second line gives: ABCB1 block, Rac1 wt GTP bind, Cdc42 wt GTP, Rac1 mut GTP, Mcl1-Noxa inh, ABCG2 block, Pf gametocyte, Rab7 wt GTP bind, Rab2 wt GTP, HRas wt GTP bind, Avidin fluor
CC(=O)c1ccc(NC(=O)Nc2ccc([N+](=O)[O-])cc2)cc1
 : -0.1, 101.0, 99.0, 101.0, 42.5, 8.1, -1.1, 101.0, 102.0, 100.0, 7
O=S(CC1CC1(Cl)Cl)CC1CC1(Cl)Cl (centres undefined)
 : 0.4, 105.0, 101.0, 98.0, 3.8, -0.4, -2.5, 100.0, 102.0, 102.0, 16
CCOCCCNCc1ccc(OCc2ccccc2C)c(OC)c1
 : 1.2, 96.0, 103.0, 100.0, 26.3, -3.1, 2.2, 107.0, 100.0, 100.0, 10
Cc1cccc(NC(=O)Cn2cccc2)c1
 : 0.5, 100.0, 99.0, 97.0, -21.9, 1.9, /, 100.0, 100.0, 99.0, 10
S=C(Nc1ccccc1)c1nc2ccccc2s1
 : -0.8, 101.0, 97.0, 101.0, 22.5, -5.1, -32.4, 96.0, 101.0, 99.0, 9
C#CCNC(=O)C1=C[C@H](c2csc3ccccc23)C[C@H](OCCCCO)O1
 : 0.8, 99.0, 92.0, 96.0, -5.0, 4.4, /, 98.0, 95.0, 97.0, 7
O=C(CNC1CCCCCC1)Nc1ccccc1N1CCCCC1
 : 0.3, 103.0, 103.0, 99.0, 21.6, 1.5, /, 102.0, 102.0, 103.0, 42
Cc1ccc(CNS(=O)(=O)c2cn(C)cn2)cc1
 : 0.1, 101.0, 101.0, 99.0, 8.7, 0.2, 13.2, 103.0, 101.0, 101.0, 3
Cc1cc(C)c2c(=O)[nH]c(SCC(=O)N3CCCCC3)nc2n1
 : 1.4, 101.0, 100.0, 98.0, 2.5, 29.1, -9.0, 95.0, 99.0, 100.0, 29
O=C(NC1C(=O)NNC1c1ccccc1)c1ccccc1 (centres undefined)
 : 0.5, 110.0, 105.0, 101.0, -12.6, 11.2, -4.5, 106.0, 104.0, 104.0, 11
Cc1ccc([N+](=O)[O-])c2c1C(N1CC(C)OC(C)C1)C(C)(C)O2 (centres undefined)
 : 0.8, 99.0, 97.0, 98.0, -1.1, 1.8, 9.9, 106.0, 99.0, 97.0, 11
CCOc1ccc(S(=O)(=O)Nc2nc3ccccc3nc2-n2ccc(=NC(=O)c3cccs3)cc2)cc1
 : -2.1, 99.0, 100.0, 98.0, -131.6, 0.0, /, 100.0, 97.0, 98.0, 4
COCCCn1c(SCC(=O)N(C)C)nnc1-c1ccccc1
 : 0.5, 102.0, 101.0, 102.0, -9.2, 1.8, /, 101.0, 103.0, 101.0, 14
CCCN1CCN(C(=O)Cn2c(=O)oc3cc(S(=O)(=O)NCc4ccccc4)ccc32)CC1
 : 0.0, 105.0, 103.0, 100.0, -6.5, 0.6, /, 100.0, 105.0, 103.0, 9
CCn1c(COc2ccc(OC)cc2)nnc1SCc1nc2ccccc2c(=O)[nH]1
 : 0.3, 97.0, 96.0, 97.0, 2.4, 1.5, /, 95.0, 97.0, 95.0, 24
CCOc1cccc(C(=O)NC(=S)Nc2ccc(Cl)cc2C(=O)O)c1
 : -0.2, 94.0, 91.0, 90.0, 28.9, 0.2, 2.3, 101.0, 94.0, 96.0, 6
CC(NC(=O)c1ccccc1Cl)C(=O)O (centres undefined)
 : 0.2, 107.0, 98.0, 98.0, -6.0, 0.7, /, 99.0, 98.0, 99.0, 30
O=C(c1ccccc1Cl)N1CCC(c2nc3c(nnn3Cc3ccco3)c(=O)[nH]2)CC1
 : 0.5, 100.0, 101.0, 99.0, 9.9, -0.2, /, 104.0, 101.0, 99.0, 6
CCc1ccc(N(C(=O)c2csnn2)C(C(=O)NCc2ccccc2)c2ccco2)cc1 (centres undefined)
 : 0.5, 100.0, 99.0, 98.0, -23.2, 0.7, /, 99.0, 100.0, 101.0, 4
CCS(=O)(=O)c1ccc(O)c(NC(=O)c2cc(OC)c(OC)c(OC)c2)c1
 : 0.2, 103.0, 104.0, 102.0, 16.1, 0.4, /, 98.0, 100.0, 100.0, 14
CN(C)c1ccc(C2NCCS2)cc1 (centres undefined)
 : 0.1, 102.0, 103.0, 98.0, -6.0, -0.8, 1.2, 97.0, 99.0, 98.0, 9
O=C(COC(=O)c1nc(Cl)ccc1Cl)Nc1ccccc1OC(F)F
 : -0.4, 97.0, 93.0, 96.0, -0.2, 13.5, -14.8, 94.0, 91.0, 95.0, 13
COc1cc(NC(=S)Nc2ccccn2)cc(OC)c1OC
 : 1.1, 99.0, 97.0, 96.0, 16.3, 8.4, -1.1, 100.0, 98.0, 100.0, 10
S=c1[nH]nc(Cc2sc(-c3ccccc3)nc2-c2ccccc2)o1
 : 0.5, 99.0, 98.0, 95.0, 18.6, 8.4, 12.4, 95.0, 96.0, 98.0, 10
Clc1ccc(-c2cnc3n2CCCCC3)cc1
 : -0.4, 102.0, 101.0, 95.0, 9.3, -2.1, 11.3, 105.0, 98.0, 99.0, 11
CC(=O)c1sc(-c2ccc(Cl)cc2)nc1C
 : 38.4, 97.0, 94.0, 95.0, 20.2, 5.5, -23.6, 96.0, 95.0, 96.0, 6
COc1ccc(-c2nc(CSCC(=O)NC3CCCc4ccccc43)c(C)o2)cc1OC (centres undefined)
 : 0.7, 102.0, 102.0, 99.0, 4.5, 13.0, 16.4, 98.0, 100.0, 100.0, 12
CC1Cc2ccccc2N1C(=O)Cn1cc([N+](=O)[O-])cn1 (centres undefined)
 : 0.6, 99.0, 100.0, 94.0, -1.5, 1.0, 7.6, 95.0, 98.0, 100.0, 10
O=C(c1ccccc1)c1ccc(OCC(O)CN2CCCCC2)cc1 (centres undefined)
 : 0.1, 102.0, 103.0, 100.0, -1.6, 0.8, /, 99.0, 101.0, 104.0, 10
O=C(c1ccc(C(F)(F)F)cc1)C1CCCN(C(=O)CN2CCCC2=O)C1 (centres undefined)
 : 0.9, 98.0, 95.0, 97.0, 5.3, 7.2, 21.1, 100.0, 97.0, 96.0, 11

SMILES	ABCB1 block	Rac1 wt GTP bind	Cdc42 wt GTP	Rac1 mut GTP	Mcl1-Noxa inh	ABCG2 block	Pf gametocyte	Rab7 wt GTP bind	Rab2 wt GTP	HRas wt GTP bind	Avidin fluor
O=C(CCn1nnc2ccccc21)Nc1nnc(Cc2ccccc2)s1	0.1	100.0	101.0	97.0	26.5	4.0	0.6	101.0	98.0	101.0	7
Fc1ccc(NC(=S)NCc2ccccn2)cc1	0.6	94.0	100.0	97.0	/	2.7	/	97.0	97.0	99.0	10
Cc1ccc(N=C2C(=S)N(c3ccc(C)cc3)C(=N)N2/N=C/c2ccc(Cl)cc2)cc1	-0.2	101.0	99.0	97.0	-5.5	0.4	3.7	93.0	97.0	99.0	7
COc1cccc(C(=O)NNC(=O)c2sccc2-n2cccc2)c1	0.5	99.0	97.0	95.0	8.8	1.6	-21.3	97.0	95.0	95.0	9
O=C(Cc1ccc([N+](=O)[O-])cc1)NCc1ccccc1Cl	0.6	103.0	101.0	100.0	3.7	4.7	-8.8	101.0	99.0	102.0	6
COn1c(-c2ccc(Cl)cc2)nc2ccc(Cl)cc21	0.1	99.0	99.0	97.0	4.0	6.9	-18.1	99.0	99.0	99.0	11
N/C(=N\OC(=O)COc1ccc([N+](=O)[O-])cc1)c1ccc(Br)cc1	0.0	102.0	99.0	96.0	-5.8	3.2	/	103.0	98.0	98.0	13
Cc1ccc(C)c(N2CC(=O)N(c3cc(C)ccc3C)CC2=O)c1	0.6	101.0	102.0	100.0	0.9	0.9	/	101.0	101.0	101.0	16
c1ccc(-c2c(-c3ccccc3)n(Cc3ccco3)c3ncnc(NCCCn4ccnc4)c23)cc1	0.2	108.0	97.0	97.0	-27.0	-1.1	-25.0	101.0	98.0	100.0	16
COCCCNC(=O)CSc1nc2ccccc2c(=O)n1CCCC(=O)NCC1CCCO1 (centres undefined)	/	104.0	105.0	102.0	9.5	/	8.8	105.0	102.0	104.0	6
COC(=O)c1cc2occc2n1Cc1c(F)cccc1Cl	0.2	?	?	?	-7.9	1.8	/	?	?	?	19
CCN(CC(=O)NCc1cccs1)S(=O)(=O)c1ccc(C(C)C)cc1	0.9	100.0	105.0	102.0	8.4	1.5	/	101.0	104.0	104.0	12
CCOc1ccc(Nc2cc(=O)oc3ccccc23)cc1	0.2	102.0	101.0	100.0	21.0	2.9	0.4	100.0	100.0	102.0	15
COc1ccc(NC(=O)COC(=O)CNC(=O)c2cc(OC)c(OC)c(OC)c2)cc1	-0.2	105.0	103.0	101.0	6.7	11.2	4.6	103.0	100.0	102.0	13

From PubChem
